# Assay outcomes as filed in PubChem BioAssay.
# MEKK2 WT-MEK5: raises or lowers MEK5 binding to wildtype human MEKK2 PB1 domain; Q9Y2U5; bead flow cytometry, Alexa488-MEK5 binding to MEKK2 WT; actives lie on both sides; binding response (% of control), % at 10 µM; hit rate 1.1% among 290,000; in the data active = binding response below about 67% or above about 130%
# GPR7 antagonist: blocks human GPR7 receptor signaling; inhibition, % at 4.4 µM; P48145; hit rate 1.1% among 290,000; AID 1861; GPR7-expressing cells, fluorescence antagonist assay; in the data active = inhibition above about 16%, passing the limit was not always enough;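 also: cells stimulated with the agonist NPW; 0% = agonist with vehicle and 100% = vehicle without agonist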
# GalR3 antag: antagonists of human GalR3; HEK293 GalR3-CNG cAMP membrane potential fluorescence; galR3 body fused to GalR1 C-terminus; inhibition, % at 3 µM; hit rate 0.44% among 360,000; AID 651719;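 active = inhibition above the screen-wide average plus 3 SD, cut at about 13% in these data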;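 also: forskolin and galanin both at EC90 stimulate the cells; cAMP rise reported by CNG channel membrane potential dye signal; 0% = forskolin plus galanin with DMSO and 100% = forskolin alone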
# Target sequence (O60755 1-299 limits assumed): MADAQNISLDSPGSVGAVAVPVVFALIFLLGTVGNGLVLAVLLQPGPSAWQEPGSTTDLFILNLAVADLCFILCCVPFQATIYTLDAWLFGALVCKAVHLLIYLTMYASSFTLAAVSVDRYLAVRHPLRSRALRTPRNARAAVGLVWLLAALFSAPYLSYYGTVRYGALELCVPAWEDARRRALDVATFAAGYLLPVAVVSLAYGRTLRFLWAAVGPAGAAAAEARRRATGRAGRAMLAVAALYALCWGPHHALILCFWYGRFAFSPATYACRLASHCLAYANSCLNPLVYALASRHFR
# PfM18AAP inh: PfM18AAP enzyme inhibition; recombinant PfM18AAP, H-Glu-NHMec fluorogenic cleavage; inhibition, % at 7.35 µM; hit rate 1.2% among 290,000; AID 1822;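 active = inhibition above the campaign mean inhibition over all tested compounds plus 3 SD, cut at about 28% in these data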;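 also: 0% = plate median of test compound wells and 100% = 2 mM ZnCl2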
# V1R ag counter: V1a receptor agonism, counter-screen for OXTR agonists | activation, % at 3 µM | AID 2797 | hit rate 0.25% among 320,000 | CHO-V1R cells, Fluo-8 calcium fluorescence, agonist mode; 0% DMSO, 100% 3 nM vasopressin | P37288;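 active = activation above the mean activation of all tested compounds plus 3 SD, per screening run, cut at about 20% in these data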;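 also: signal is peak over basal fluorescence ratio across a 100 second FLIPR read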
# Target sequence (P37288 whole entry, looked up): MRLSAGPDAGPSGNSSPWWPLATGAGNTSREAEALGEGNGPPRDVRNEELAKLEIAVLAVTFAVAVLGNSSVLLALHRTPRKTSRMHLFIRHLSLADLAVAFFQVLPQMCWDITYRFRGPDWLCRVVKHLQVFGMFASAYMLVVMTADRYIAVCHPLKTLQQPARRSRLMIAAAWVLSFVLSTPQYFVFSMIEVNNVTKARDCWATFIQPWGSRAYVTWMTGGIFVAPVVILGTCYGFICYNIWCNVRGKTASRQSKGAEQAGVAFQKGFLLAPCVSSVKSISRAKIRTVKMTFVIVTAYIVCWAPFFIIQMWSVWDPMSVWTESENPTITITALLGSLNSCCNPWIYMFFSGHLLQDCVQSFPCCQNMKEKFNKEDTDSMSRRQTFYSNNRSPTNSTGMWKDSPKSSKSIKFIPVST
# OXTR agonist: human OXTR agonism | hit rate 0.32% among 320,000 | P30559 | CHO-OTR cells, Fluo-8 calcium fluorescence; normalized: DMSO 0%, oxytocin 100% | activation, % at 3 µM;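 active = activation above the mean of all tested compounds plus 3 SD, cutoff set per screening run, cut at about 20% in these data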;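 also: peak over basal fluorescence ratio from a 100 s FLIPR kinetic read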
# OXTR potentiator: potentiates the human oxytocin receptor response; CHO-OTR cells, Fluo-8 calcium fluorescence, potentiator mode; 0% = oxytocin EC15, 100% = EC100; activation, % at 3 µM; P30559; hit rate 0.061% among 320,000; AID 2445;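 active = activation above that plate's cutoff, the mean activation of tested compounds plus 3 SD, cut at about 6.6% in these data, passing the limit was not always enough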;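 also: 100% uses oxytocin at 75 nM as the full agonist control; some results filed as inactive read as strong as hits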
#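 System: human OTR in CHO cells / Also added: sub-maximal oxytocin, roughly EC15 / Control set: EC15 oxytocin low, 75 nM oxytocin high / Schedule: 6 min compound pre-incubation at room temperature, 100 s kinetic read / Compound: single-point 3.0 µM / Replication: singlicate / Technique: Fluo-8 calcium dye fluorescence / Read-out basis: % activation of max/min ratio relative to oxytocin controls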
# MEKK2mut PB1 HTS: signal of MEK5 binding to mutant human MEKK2 PB1 domain. bead flow cytometry, Alexa488-MEK5 binding to MEKK2 mutant. percent response, % at 10 µM. hit rate 0.35% among 290,000. AID 1530; in the data active = percent response above about 24%, passing the limit was not always enough; also: inactives centre near 1; some results filed as inactive read as strong as hits
# NALP1 inh: NALP1 inhibition | hit rate 0.61% among 280,000 | S. cerevisiae NALP1/ASC/caspase-1 growth, X-gal OD620, 72 h | AID 2071 | inhibition, % at 10 µM; in the data active = inhibition mostly above about 24%, no sharp cut-off; inactive = mostly below about 32%; also: some compounds called inactive have numbers as strong as hits
# Numbers without * were called inactive; nt = no result given.
SMILES,MEKK2 WT-MEK5,GPR7 antagonist,GalR3 antag,PfM18AAP inh,V1R ag counter,OXTR agonist,OXTR potentiator,MEKK2mut PB1 HTS,NALP1 inh
Cc1cc(NC(=O)COC(=O)c2cc3c(s2)CCC(C)C3)no1 (stereo not drawn),102,7,0,1,0.6,-0.7,-16,2,-11
CC(=O)c1ccc(NC(=O)COC(=O)CCc2ccc(S(=O)(=O)N3CCOCC3)cc2)cc1,108,-17,-7,-1,6.9,5.8,-6,2,13
Cc1ccc(C(=O)OCC(=O)Nc2ncc(Cl)cc2Cl)cc1NC(=O)c1ccco1,96,2,-8,6,-0.2,-0.4,-6,-5,3
Cc1ccn2cc(CSc3ccccc3N)nc2c1,96,-6,-6,-7,-0.5,-1.2,3,-2,2
CCOC(=O)c1c(N)sc(C(=O)N2CCCC(C(N)=O)C2)c1C (stereo not drawn),105,-6,1,-12,0.6,-0.4,-28,12,nt
O=C1CCn2nc(-c3ccc(Cl)cc3)cc2N1,114,-8,nt,-2,2.2,0.5,-3,12,23
O=c1[nH]c2ccccc2c(O)c1-c1ccccc1[N+](=O)[O-],85,-13,0,9,0.6,0.7,6,-13,-8
C=CC[C@@H](CC(=O)OC(C)(C)C)C(=O)OC[C@@H]1CCCN1C(=O)[C@@H](CC=C)CC(=O)N[C@@H](CO)Cc1ccccc1,nt,nt,-4,nt,0.1,-1.0,-3,nt,nt
CC(=O)/C(C#N)=C1\NC(=O)C(Cc2ccc(C)c(C)c2)S1 (stereo not drawn),102,-17,-4,-2,4.8,2.6,-6,0,-5
CC1(C)CC(=O)C=C(Nc2ccc(C(=O)O)cc2)C1,103,-10,-2,2,1.6,0.5,-10,13,5
CCCC(C)C(=O)OCC(=O)Nc1c(Br)cc(C)cc1Br (stereo not drawn),95,-18,-1,4,-0.6,-2.5,0,-1,17
COc1cc(C2C(C#N)=C(N)Oc3cc(N(C)C)ccc32)cc2c1OCO2 (stereo not drawn),99,8,-5,30*,6.5,4.2,-12,4,20
Nn1c(SCC(=O)NCCc2ccc(S(N)(=O)=O)cc2)nnc1C1CCCCC1,nt,nt,-3,nt,0.8,1.1,-4,nt,nt
O=C(c1cccnc1)N1CCN(C(=O)c2cccc(Cl)c2)CC1,105,1,-8,-10,2.2,0.7,2,1,19
Cc1ccc(C(=O)NC2CCCc3c2cnn3-c2ccc(F)cc2F)cn1 (stereo not drawn),110,5,97*,-1,6.8,9.8,-8,11,7
O=C(/C=C/c1ccccc1)Nc1nnc(SCC(=O)c2ccc3ccccc3c2)s1,94,-9,3,-8,-0.2,0.2,-5,-2,20
OC(Cn1cccn1)c1ccccc1 (stereo not drawn),114,21,-3,-2,1.1,0.4,-3,7,-1
Cc1nnc(SCC(=O)N2CCN(S(=O)(=O)c3ccccc3)CC2)s1,89,-11,-1,3,-0.3,0.3,-2,-10,10
Cc1ccc(C(=O)COC(=O)C(C)N2C(=O)C3C4CCC(C4)C3C2=O)cc1 (stereo not drawn),102,-7,-2,-9,1.6,0.9,0,-1,9
O=C(NCc1ccccn1)C(=O)NCC1OCCCN1S(=O)(=O)c1cc(F)ccc1F (stereo not drawn),89,-6,0,-10,0.8,-0.4,0,-1,14
CC1CC(C)(C)NC(=S)N1CCCC(=O)Nc1ccc(Br)cc1 (stereo not drawn),96,1,-1,2,-0.4,-0.8,-6,-1,11
Cc1c(C(N)=O)sc2ncn(CC(=O)N(C)C3CCCCC3)c(=O)c12,99,-1,-10,3,-0.1,-0.3,-1,1,12
COc1ccccc1OCC(=O)Nn1c(=S)[nH]c2ncccc2c1=O,107,-7,1,6,0.4,0.2,3,4,24
CCOC(=O)c1cnc2c(-c3ccc(Cl)cc3)cnn2c1C,77,-4,-2,-6,0.6,0.3,2,-13,-23
Oc1nc(Nc2ccc(F)cc2)sc1/C=C1\C=Nc2ccccc21,94,6,-8,5,-0.2,-2.3,-25,-6,-2

# New compounds follow:
SMILES,MEKK2 WT-MEK5,GPR7 antagonist,GalR3 antag,PfM18AAP inh,V1R ag counter,OXTR agonist,OXTR potentiator,MEKK2mut PB1 HTS,NALP1 inh
Cc1ccccc1S(=O)(=O)N1[C@@H](c2ccc(F)cc2)C(C(=O)O)=CC[C@H]1c1ccc(Cl)cc1,nt,nt,-2,nt,-1.1,-1.8,-13,nt,nt
COc1ccc(N2CC(C(=O)Nc3cc(C)on3)CC2=O)cc1 (stereo not drawn),101,14,-7,-1,-0.2,-0.7,-1,2,11
Cc1cc(NCc2ccccn2)n2c(nc3ccccc32)c1C#N,91,1,4,4,nt,nt,nt,-12,-20
Cc1ccc(C)c(-n2ccnc2SCC(=O)O)c1,104,-7,-2,3,1.3,0.8,-23,5,2
CN(CC(=O)NC1CCCc2ccccc21)C1CCCCC1 (stereo not drawn),107,-6,-5,4,-1.3,-0.1,-7,-3,1
Cc1nnc(-c2ccc(Cl)cc2)nc1NCCN(C)C,91,-2,-6,-2,0.1,1.3,-6,-6,21
COc1ccccc1C(=O)NNC1=C(C(=O)C(F)(F)F)CCC1,89,-11,-6,1,-1.3,-1.0,-3,-6,-1
COc1ccc(CNC(=O)COc2cc3c(c4oc(=O)cc(C)c24)CCC(C)(C)O3)cc1,96,16,-4,2,1.1,-1.5,-6,-2,-1
Cc1ccc(C(=O)N/N=C/c2ccc(-c3cccc(Cl)c3)o2)cn1,106,-12,-5,3,-1.2,-0.7,-5,0,-5
CCCN1C(=O)SC(CC(=O)Nc2ccccc2)C1=O (stereo not drawn),105,-5,-6,-8,1.0,-0.1,-6,3,27
Cc1ccc2ncc(S(=O)(=O)c3ccccc3)c(N3CCCCC3C)c2c1 (stereo not drawn),94,-23,1,5,-1.3,-0.4,-9,-2,22
CSc1ccc(CN(C)Cc2cc(=O)oc3c(C)c(C)ccc23)cc1,104,-7,-15,-10,2.7,3.2,-13,2,16
COc1cc(C2C(C#N)=C(C)NC3=C2C(=O)CC(C)(C)C3)cc(OC)c1O (stereo not drawn),97,0,-4,12,0.3,0.6,-7,-7,10
COc1ccc(-c2c(C)oc3c(CN4CCOCC4)c(O)ccc3c2=O)cc1,106,-12,-4,2,-0.6,0.9,-6,3,nt
CSc1cccc(NC(=O)c2cccc3cccnc23)c1,100,19,-10,-6,1.2,-1.2,-6,-2,32
COc1ccc(Oc2ccccc2/C=N/O)cc1,97,10,-2,-11,-0.2,-2.0,-11,-5,-14
CCCn1cc2c(c1-c1cccc(C)c1)c(=O)n(C)c(=O)n2C,101,-9,-3,-19,0.1,-0.7,-6,-3,11
CNC(=O)C1C2C=CC3(O2)C1C(=O)N(CCOC)C3C(=O)NCc1ccc(OC)cc1 (stereo not drawn),107,-3,-6,-3,1.3,0.7,-1,9,-3
CCOC(=O)c1ccc(NC(=S)N(CCN2CCCCCC2)Cc2ccco2)cc1,122,-1,-9,3,0.5,0.7,-8,7,2
Cc1ccc(OCc2cc(C(=O)N(C)CCc3ccccn3)no2)cn1,98,9,4,-4,2.7,0.4,3,2,-9
NC(=O)COC(=O)c1ccc(-c2ccccc2)cc1,91,-4,-11,-2,1.1,2.7,-11,-6,18
O=C(c1ccc(NC2=NC3CS(=O)(=O)CC3S2)cc1)N1CCN(c2ccc(F)cc2)CC1 (stereo not drawn),105,-8,nt,7,0.6,0.8,-5,5,-4
COc1cn(-c2ccccc2)nc1C(=O)Nc1ccc(C)cc1Cl,99,-10,-9,-1,-0.7,-0.8,-13,-3,-1
CCc1cc(=O)oc2c(C)c(O)c(CN(C)C)cc12,102,2,-5,5,0.2,1.3,4,2,15
COc1ccc(S(=O)(=O)N2CCN(C)CC2c2ccccc2)cc1 (stereo not drawn),nt,nt,-2,nt,0.1,-1.1,-4,nt,nt

# Next section:
SMILES,MEKK2 WT-MEK5,GPR7 antagonist,GalR3 antag,PfM18AAP inh,V1R ag counter,OXTR agonist,OXTR potentiator,MEKK2mut PB1 HTS,NALP1 inh
CC(=O)Nc1nc(N(C)C)nc(N(C)C)n1,82,-8,-2,-13,0.4,1.2,8,-13,-5
COc1ccc(/C=N/NC(=O)c2ccoc2C)cc1CN1CCN(c2ccc(F)cc2)CC1,110,11,9,-12,2.2,-1.7,-15,4,25
O=C(Nc1nc(-c2ccccc2)cs1)c1ccccc1F,104,-22,-10,5,0.5,-2.7,-17,2,0
O=C(O)Cc1c(O)ccc2ccccc12,112,-2,4,1,1.2,0.0,3,12,-11
COc1ccc(S(=O)(=O)NC2CC2)cc1C(=O)N1CCOCC1,97,-4,-2,-9,1.2,-0.6,-13,-2,0
Cc1cccc(N2C(=O)CC(Sc3ncn[nH]3)C2=O)c1 (stereo not drawn),99,0,-4,15,0.1,-0.2,-16,-1,38*
COc1cc(CNC2CCCCCCC2)ccc1OCC(N)=O,105,-6,-10,-11,1.5,1.0,-4,6,1
CC(C)C1COC(c2cccc3ccccc23)=N1 (stereo not drawn),96,8,-5,-3,2.2,-1.8,-1,-3,36
CN(C)/C=C/C(=O)c1ccc(S(=O)(=O)c2ccccc2)cc1,101,-7,-7,0,0.7,0.5,-3,-1,8
COc1ccc2cc3c(N)c(C(=O)N4CCCC4)sc3nc2c1,95,-11,1,-9,0.6,-1.1,-1,-1,22

# Gathered by group: those above containing a Cl atom
SMILES,MEKK2 WT-MEK5,GPR7 antagonist,GalR3 antag,PfM18AAP inh,V1R ag counter,OXTR agonist,OXTR potentiator,MEKK2mut PB1 HTS,NALP1 inh
Cc1ccc(C(=O)OCC(=O)Nc2ncc(Cl)cc2Cl)cc1NC(=O)c1ccco1,96,2,-8,6,-0.2,-0.4,-6,-5,3
O=C1CCn2nc(-c3ccc(Cl)cc3)cc2N1,114,-8,nt,-2,2.2,0.5,-3,12,23
O=C(c1cccnc1)N1CCN(C(=O)c2cccc(Cl)c2)CC1,105,1,-8,-10,2.2,0.7,2,1,19
CCOC(=O)c1cnc2c(-c3ccc(Cl)cc3)cnn2c1C,77,-4,-2,-6,0.6,0.3,2,-13,-23
Cc1ccccc1S(=O)(=O)N1[C@@H](c2ccc(F)cc2)C(C(=O)O)=CC[C@H]1c1ccc(Cl)cc1,nt,nt,-2,nt,-1.1,-1.8,-13,nt,nt
Cc1nnc(-c2ccc(Cl)cc2)nc1NCCN(C)C,91,-2,-6,-2,0.1,1.3,-6,-6,21
Cc1ccc(C(=O)N/N=C/c2ccc(-c3cccc(Cl)c3)o2)cn1,106,-12,-5,3,-1.2,-0.7,-5,0,-5
COc1cn(-c2ccccc2)nc1C(=O)Nc1ccc(C)cc1Cl,99,-10,-9,-1,-0.7,-0.8,-13,-3,-1
